Bioassay records: PubChem, Sanford-Burnham Center for Chemical Genomics
NadD block: inhibitors of S. aureus NadD, primary screen, biochemical, colorimetric, uHTS. purified NadD enzyme, colorimetric absorbance read-out. Nicotinate-nucleotide adenylyltransferase NadD (Staphylococcus aureus N315). actives 0.78% (n = 360,000). AID 602399, 2012. inhibition, % at 20 µM; in the data active means inhibition above about 26%; further: some compounds past the cut are filed as inactive
LMPTP inh: LMPTP phosphatase inhibitors, primary screen, biochemical, fluorescence intensity, uHTS; inhibition, % at 20 µM; Low molecular weight phosphotyrosine protein phosphatase (Homo sapiens), P24666; recombinant LMPTP-A, OMFP fluorogenic substrate; actives 0.22% (n = 360,000);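 active means compounds that cut the enzyme signal by at least half of the control window in the single-dose screen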;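 further: plate controls were DMSO wells with enzyme plus substrate for no effect and substrate without enzyme for full effect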
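Test system: LMPTP-A phosphatase enzyme; input: 0.625 nM LMPTP-A final; reagent: OMFP substrate, 400 µM final; compound dosing: 20 µM single dose, 3% DMSO; incubation: 50 min dark incubation at room temperature; measured by: endpoint fluorescence intensity from OMFP dephosphorylation; measure: % inhibition relative to no-enzyme and uninhibited control wells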
DNMT1 block: human DNMT1 methyltransferase inhibitors, primary screen, biochemical, molecular beacon, fluorescence, HinP1I cleavage, uHTS | AID 588458, 2011 | DNA (cytosine-5)-methyltransferase 1 (Homo sapiens), P26358 | actives 0.83% (n = 360,000) | inhibition (reported as % activation of signal), % at 10 µM; in the data active means inhibition above about 50%
Target sequence (P26358 504-1616 limits assumed): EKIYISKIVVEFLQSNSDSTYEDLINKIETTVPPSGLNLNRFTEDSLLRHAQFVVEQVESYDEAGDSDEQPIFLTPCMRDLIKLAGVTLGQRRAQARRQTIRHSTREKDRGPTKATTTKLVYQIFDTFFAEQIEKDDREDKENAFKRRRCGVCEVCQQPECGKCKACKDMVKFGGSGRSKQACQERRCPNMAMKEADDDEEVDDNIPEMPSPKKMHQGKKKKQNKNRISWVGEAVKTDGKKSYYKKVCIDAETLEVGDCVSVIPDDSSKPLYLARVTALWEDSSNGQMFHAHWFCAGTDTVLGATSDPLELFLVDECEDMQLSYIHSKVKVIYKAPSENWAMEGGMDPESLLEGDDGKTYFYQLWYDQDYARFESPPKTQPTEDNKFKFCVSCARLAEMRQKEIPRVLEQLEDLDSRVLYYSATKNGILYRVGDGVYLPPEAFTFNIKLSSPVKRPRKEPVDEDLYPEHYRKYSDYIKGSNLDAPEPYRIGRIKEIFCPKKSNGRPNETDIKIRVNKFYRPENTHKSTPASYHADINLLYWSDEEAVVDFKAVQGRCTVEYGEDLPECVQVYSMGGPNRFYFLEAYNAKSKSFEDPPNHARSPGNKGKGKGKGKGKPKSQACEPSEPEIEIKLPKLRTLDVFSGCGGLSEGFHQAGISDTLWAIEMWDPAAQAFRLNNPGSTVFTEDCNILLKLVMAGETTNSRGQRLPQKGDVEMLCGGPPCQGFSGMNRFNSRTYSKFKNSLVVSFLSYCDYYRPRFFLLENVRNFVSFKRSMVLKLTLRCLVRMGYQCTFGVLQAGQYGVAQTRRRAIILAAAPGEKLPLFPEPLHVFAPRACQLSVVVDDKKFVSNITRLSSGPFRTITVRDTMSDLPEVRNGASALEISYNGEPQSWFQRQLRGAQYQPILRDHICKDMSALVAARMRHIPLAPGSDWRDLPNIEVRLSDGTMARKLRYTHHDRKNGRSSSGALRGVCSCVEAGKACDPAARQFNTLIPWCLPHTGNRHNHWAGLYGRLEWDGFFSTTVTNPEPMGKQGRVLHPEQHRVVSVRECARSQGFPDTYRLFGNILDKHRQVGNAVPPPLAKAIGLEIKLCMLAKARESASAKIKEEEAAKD
NRP1-CendR mod: modulators of CendR peptide binding to NRP-1, primary screen, biochemical, fluorescence polarization, uHTS | Neuropilin-1 (Homo sapiens), O14786 | FAM-RPARPAR peptide binding to NRP-1 | inhibition, % at 25 µM | actives 0.85% (n = 360,000) | AID 602438, 2012;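 active means inhibition or corrected inhibition above about 18%, plus a signal ratio from 0.5 to 1.5, limit read from the data, passing the limit was not always enough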; further: strong numbers were not always called active
Scp-1 inhibitor: Scp-1 phosphatase inhibitors, primary screen, biochemical, colorimetric, uHTS; Recombinant Scp1, phosphopeptide, malachite green phosphate absorbance; inhibition, % at 20 µM; actives 0.88% (n = 340,000); AID 493091, 2011;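 active means inhibition above about 50% at 20 µM, limit read from the data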;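 further: plate controls were DMSO wells with enzyme for no effect and wells lacking enzyme for full effect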
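Incubation: 45 min enzyme reaction at room temperature / System: truncated SCP-1 phosphatase (76-261aa) / Reagent: Phospho 17-mer peptide substrate / Buffer or medium: Acidic Tris acetate buffer with magnesium and detergent / Signal: absorbance at 630 nm / Doses: one concentration, 20 µM, with 1.0% DMSO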
STEP inh: STEP phosphatase inhibitors, primary screen, biochemical, fluorescence intensity, uHTS; recombinant STEP, OMFP fluorogenic substrate; inhibition, % at 20 µM; actives 0.25% (n = 360,000); AID 588621, 2011;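 active means inhibition at 20 µM, scaled per plate between control wells, above about 37%, limit read from the data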;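 further: 0% = DMSO with enzyme and substrate and 100% = substrate only without enzyme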
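medium = Bis-Tris buffer pH 6.0, 2.5 mM DTT, 0.005% Tween 20 | test system = STEP (striatal-enriched tyrosine phosphatase) enzyme, cell-free | measure = normalized % inhibition | compound dosing = 20 µM, 1% DMSO | also added = 25 µM OMFP | schedule = reaction 20 min, ambient temperature | measured by = fluorescence read at 480 nm ex / 540 nm em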
Rpn11 block: Rpn11 (PSMD14) deubiquitinase inhibitors, primary screen, biochemical, fluorescence polarization, uHTS. actives 0.59% (n = 360,000). calls only at 20 µM. AID 588493, 2011. human 26S proteasome, Ub4-pepOG fluorescence polarization; 20S core pre-blocked with epoxomicin;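 active means inhibition at 20 µM, scaled to each plate's controls, above about 33%, limit read from the data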
MT1-MMP act inh: blockers of MT1-MMP proenzyme processing, primary screen, HT1080 RFP-PRO-GFP cells, GFP/RFP fluorescence; AID 651647, 2012; actives 0.061% (n = 360,000); GFP/RFP ratio fluorescence, overnight; percent of plate control window, DMSO zero; GFP/RFP ratio change, % at 20 µM;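 active means GFP/RFP ratio change of at least 30% with cell ATP level not reduced by more than half and red fluorescence within 50% of control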; further: strong numbers were not always called active
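Material – HT1080 RFP-PRO-GFP cells · Control set – DMSO wells and RFP-L50D-GFP cells · Incubation – overnight cell settling, then overnight compound exposure, 37 °C, 5% CO2 · Compound dosing – single-point 20 µM compound, 1% DMSO · Read-out – GFP/RFP fluorescence ratio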
SUMO1-SIM PPI: modulators of SUMO1 protein-protein interactions, primary screen, biochemical, uHTS. SUMO1 binding to a labelled peptide, TR-FRET, 1 h. inhibition, % at 20 µM. actives 0.33% (n = 360,000); in the data active means inhibition above about 37%
SKN-1 inh: suppressors of acrylamide-induced Pgst-4::GFP reporter in worms, primary screen, SKN-1 inhibitor project, whole organism, uHTS, GFP/RFP fluorescence ratio, strain VP596. C. elegans VP596 Pgst-4::GFP/RFP ratio, 24 h. inhibition, % at 21.8 µM. actives 0.49% (n = 360,000). AID 624304, 2012;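 active means interference check ratio from 0.5 to 1.5 plus GFP to RFP signal ratio inhibition reaching or exceeding a fixed threshold, cut at about 30% in these data, passing the limit was not always enough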; further: some compounds called inactive have numbers as strong as hits
Numbers without * were called inactive; i = inactive; . = no result given.

SMILES	NadD block	LMPTP inh	DNMT1 block	NRP1-CendR mod	Scp-1 inhibitor	STEP inh	Rpn11 block	MT1-MMP act inh	SUMO1-SIM PPI	SKN-1 inh
CC1CCCN(c2ccc(C(=O)NCCc3ccccc3)cn2)C1 (configuration not stated)	3	-0.5	4	7	4	1	i	10	3	9
Nn1c(-c2cccs2)nc2sc3c(c2c1=O)CCCC3	-6	2.1	1	2	-8	4	i	-7	-12	9
O=C(CCN1C(=O)/C(=C\C=C\c2ccccc2)SC1=S)Nc1cccc(C(=O)O)c1	26	46	16	-55	85*	15	i	4	11	22
O=C(Cc1ccc(-c2ccccc2)cc1)N1CCOCC1	-7	-0.8	1	-9	-5	3	i	1	-2	-32
O=C(COc1ccc(F)cc1)NCCNC(=O)COc1ccc(F)cc1	-4	0.4	-1	0	-10	1	i	0	-1	-10
CC(C)C(NC(=O)c1ccc(F)cc1)C(=O)N1CCN(C(=O)c2ccco2)CC1 (configuration not stated)	6	-0.5	4	1	-3	-3	i	2	2	8
Cc1ccc(C)c(SCC(=O)NNC(=O)c2ccccc2)c1	-7	1.5	3	3	-6	-3	i	2	1	8
COc1cccc(NC(=O)CN(C)C(=O)CC(C)c2ccccc2)c1 (configuration not stated)	-6	-0.7	1	2	-6	2	i	0	7	-6
C1COCCNCCOCCOCCOCCN1	2	-11	-5	-4	1	0	i	-3	-2	6
Cc1cc(=O)c(C(=O)Nc2cccc(N3CCCC3=O)c2)nn1-c1ccccc1F	-7	-0.5	85*	2	-5	1	i	3	-9	-6
Cn1c2c(c(=O)n(C)c1=O)CN(CCN1CCNCC1)CN2	2	-7.6	2	-12	-8	1	i	4	1	-4
O=C(Nc1nc2c(s1)CCCC2)c1cc(-c2ccccc2)nc2ccccc12	13	1.7	-4	2	-4	4	i	-12	1	10
O=C(c1cn(-c2ccccc2)nc1-c1ccc(F)cc1)N1CCOCC1	4	-0.1	0	4	-1	-3	i	-1	4	15
CN(CCc1cnn(C)c1)C(=O)CCc1nnc(CCCc2ccccc2)o1	0	-0.9	0	12	-5	0	i	4	8	6
CCOC(=O)C(NC(=O)Nc1ccc(C(N)=O)cc1)(c1ccccc1)C(F)(F)F (configuration not stated)	-5	-1.7	-2	1	-11	-3	i	-4	3	18
COc1ccc(Nc2nc(-c3c(C)nc4ncccn34)cs2)cc1	9	1.2	-5	-9	-8	2	i	13	9	2
Cc1nn(-c2ccc(Cl)cc2Cl)c(=O)c2ccccc12	3	-0.8	-3	-7	2	-1	i	4	-6	8
CC(=O)N1CCOc2ccc(S(=O)(=O)NCCc3ccc(S(N)(=O)=O)cc3)cc21	-1	-0.2	1	1	6	-1	i	2	2	-6
Cc1cccc(OCCCC(=O)Nc2nc3ccccc3[nH]2)c1	-4	-0.2	1	5	0	0	i	-2	-1	5
O=C(OCCN(CCOC(=O)c1ccncc1)S(=O)(=O)c1cccs1)c1ccncc1	4	0.1	0	6	4	-1	i	4	1	2
O=C(Nc1ccc2snnc2c1)Nc1cccc2ccccc12	6	0.7	-9	-7	-10	-10	i	.	-1	11
CC(=O)c1ccc(NC(=O)c2ccc([N+](=O)[O-])o2)cc1	0	-1.9	-8	-10	1	-2	i	11	-38	0
COc1ccc(S(=O)(=O)N2CCCCCC2)cc1NC(=O)Cc1ccccc1	0	0.4	0	-6	-9	-1	i	4	3	8
C=CCNc1nc(NCC)nc(N2CCOCC2)n1	0	-1.7	-2	3	0	1	i	7	-1	-3
c1ccc2c(c1)ncn2-c1cncnc1	-5	-0.9	6	17	.	-1	i	3	8	-2
O=C(Nc1nc2c(s1)CCCC2)c1cc2n(n1)C(C(F)(F)F)CC(C1CC1)N2 (configuration not stated)	-1	0.3	-10	7	-7	-1	i	12	-2	8
CNC(=S)Nc1cc(C(=O)N2CCCC2)ccc1N1CCCC1	-8	-0.3	-6	-16	-11	0	i	4	2	0
COc1cc(C(=O)COC(=O)c2c(C)noc2C)cc(OC)c1OC	1	-0.3	3	0	2	2	i	6	5	0
Cc1ccc(CNC(=O)CNC(=O)c2c(C)nn(C)c2Cl)cc1	-7	-1.9	1	-9	-10	-1	i	3	4	-15
C#CCOc1ccc(Cl)cc1/C=C1/C(=O)ON=C1C	2	1.7	0	12	7	0	i	2	-13	3
CCOC(=O)/C=c1\s/c(=C\c2ccc3cc(OC)ccc3c2)c(=O)n1CC(=O)NCC1CCCO1 (configuration not stated)	-7	-0.9	58*	-35	-8	-3	.	-2	-1	15
O=C(CCCN1C(=O)/C(=C\c2cccs2)SC1=S)Nc1cccnc1	8	3.2	3	-11	-3	-2	i	9	-7	21
CCOc1ccc2nc(SCC(=O)N(CCOC)c3c(N)n(Cc4ccccc4)c(=O)[nH]c3=O)[nH]c2c1	4	0.0	2	3	1	-1	i	-8	0	11
COc1ccccc1-c1nn(Cc2ccccc2)cc1/C=C/C(=O)O	2	-2.6	2	2	-8	-2	i	-6	0	6
CC(C)(CO)NCc1cccs1	5	-0.6	-12	5	-7	1	i	3	-1	3
CN1C(=O)C(=O)/C(=C(/O)c2ccccc2)C1c1ccccc1 (configuration not stated)	2	-1.8	2	-4	6	-1	i	-1	1	-12
CCOC(=O)N1CCC(=NNS(=O)(=O)c2cccc([N+](=O)[O-])c2)CC1	-4	-0.5	-1	-5	-5	-2	i	-3	-9	10
COC(=O)CSC1=C(C#N)C(c2ccc(C)o2)CC(=O)N1 (configuration not stated)	4	-0.8	0	-1	5	-2	i	-5	-1	-4
O=C1Nc2cc(C(=O)NCCCN3CCCC3)ccc2S/C1=C/c1ccccc1F	4	-2.0	-4	6	-7	8	i	-2	-70	-15
CN1C(=O)CC(Nc2cccc3cccc(N)c23)C1=O (configuration not stated)	10	4.2	-15	8	-7	0	i	-10	-1	0
CC(C)(C)NS(=O)(=O)c1ccc(/C=C/C(=O)O)cc1	-6	-2.3	1	6	-6	-1	i	-2	0	2
Cn1cc(S(=O)(=O)NC[C@H]2O[C@@H](n3ccc(=O)[nH]c3=O)[C@H](O)[C@@H]2O)cn1	6	-0.8	4	8	8	1	i	3	-2	-4
CC(C)NCC#CCOc1ccc(Cl)cc1	-6	-0.1	1	8	-29	1	i	-3	3	4
CC(C)CCNC(=O)CC1C(=O)N(Cc2ccccc2)C(C)c2nc3ccccc3n21 (configuration not stated)	-2	-1.4	0	3	-8	2	i	4	-7	2
Nc1cc(OC(=O)c2ccccc2Br)nn1S(=O)(=O)c1ccccc1	-1	0.1	6	-1	0	0	i	5	4	-8
O=C(c1nc(SCc2ccc([N+](=O)[O-])cc2)n2ccccc12)C(F)(F)F	3	0.5	0	4	-6	3	i	-2	-20	1
CCOc1cc(C=O)cc(Br)c1OCC(N)=O	-1	-1.8	1	2	-5	-1	i	0	1	0
Clc1cccc(-c2nc(-c3ccccn3)no2)c1	-3	-0.7	1	3	-10	2	i	-7	2	13

Molecules shown so far containing a CF3 group, in the order listed:
SMILES	NadD block	LMPTP inh	DNMT1 block	NRP1-CendR mod	Scp-1 inhibitor	STEP inh	Rpn11 block	MT1-MMP act inh	SUMO1-SIM PPI	SKN-1 inh
CCOC(=O)C(NC(=O)Nc1ccc(C(N)=O)cc1)(c1ccccc1)C(F)(F)F (configuration not stated)	-5	-1.7	-2	1	-11	-3	i	-4	3	18
O=C(Nc1nc2c(s1)CCCC2)c1cc2n(n1)C(C(F)(F)F)CC(C1CC1)N2 (configuration not stated)	-1	0.3	-10	7	-7	-1	i	12	-2	8
O=C(c1nc(SCc2ccc([N+](=O)[O-])cc2)n2ccccc12)C(F)(F)F	3	0.5	0	4	-6	3	i	-2	-20	1

Later entries.
SMILES	NadD block	LMPTP inh	DNMT1 block	NRP1-CendR mod	Scp-1 inhibitor	STEP inh	Rpn11 block	MT1-MMP act inh	SUMO1-SIM PPI	SKN-1 inh
CCn1cc([N+](=O)[O-])c(C(=O)Nc2ccn(Cc3ccccc3)n2)n1	1	0.2	13	14	1	2	i	-6	-14	5
O=C(O)c1ccccc1-c1cn2cc(Cl)ccc2n1	-6	-1.0	1	5	-10	-3	i	-3	-1	3
CC(C)CNC(=O)C1(C)CCCN1C(=O)CSc1ccccc1 (configuration not stated)	1	0.5	-2	-8	.	-2	i	1	0	14
O=C(CCc1ccc(S(=O)(=O)N2CCOCC2)cc1)Nc1cc(Cl)ccc1N1CCOCC1	6	-0.3	-4	4	-8	-1	i	2	-2	10
COc1cc(C2C(C#N)=C(N)Oc3n[nH]c(-c4cccs4)c32)cc(OC)c1O (configuration not stated)	2	-1.9	-8	-14	-5	-4	i	-35	-2	1
CCN=c1sc(C(=O)OC)cc(=O)n1CC	7	-0.4	4	0	5	3	i	-7	-8	-3
CCCC(=O)Nc1cc(S(=O)(=O)N2CCOCC2)ccc1N1CCCCC1	2	-0.2	-2	-7	5	5	i	0	8	11
O=C1c2ccccc2C2(c3ccccc3)N1CCN2C(=O)C(Cl)(Cl)Cl (configuration not stated)	-5	-1.6	1	8	-22	0	i	4	3	15
CC(C)OC(=O)c1cc2ccccc2[nH]1	-1	-0.5	-2	4	-7	-2	i	11	3	-1
Cn1cccc1C(=O)OCC(=O)NCCCc1ccccc1	-1	-1.1	-2	16	-13	-3	i	-1	3	6
COc1ccc(Cl)cc1NC(=O)CNCC(c1ccccc1)N(C)C (configuration not stated)	-13	-2.0	-1	-2	-5	-2	i	-2	-4	10
N#CC1=C2SCN(c3ccccc3)CN2C(=O)CC1c1ccccc1Cl (configuration not stated)	8	2.8	-18	-12	2	7	i	7	5	-5
Cc1ccc(NS(=O)(=O)c2ccc3c(c2)oc(=O)n3C)cc1C	-1	0.3	0	2	-9	-2	i	-1	3	1

Scp-1 inhibitor, hit marks shown above.
| Molecule | NadD block | LMPTP inh | DNMT1 block | NRP1-CendR mod | Scp-1 inhibitor | Rpn11 block | MT1-MMP act inh | SUMO1-SIM PPI | SKN-1 inh |
| --- | --- | --- | --- | --- | --- | --- | --- | --- | --- |
| O=C(CCN1C(=O)/C(=C\C=C\c2ccccc2)SC1=S)Nc1cccc(C(=O)O)c1 | 26 | 46 | 16 | -55 | 85* | i | 4 | 11 | 22 |
